HSF-1 act: increases HSF-1 driven luciferase reporter signal. AID 504408. NIH3T3-HGL HSF-1 luciferase reporter, MG132, 8 h; 100% = twice DMSO control signal. hit rate 1.7% among 300,000. activation, % at 9 µM;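 active = mean replicate activation of at least 50% with a set share of replicates each reaching 50%; inconclusive = only one of those two conditions met; inactive = mean below 50% and too few replicates reaching it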;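 note: 0% = median of the neutral control wells and 100% = twice that signal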
Platelet DG rel: modulates dense granule release in human platelets; human platelet-rich plasma, SFLLRN dense granule ATP release, luminescence; inhibition, %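 (compounds screened at 7.5 µM in platelet-rich plasma)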; hit rate 0.22% among 300,000; AID 1663;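 active = mean replicate score, as percent of positive control, at or above 50; inconclusive = mean below 50 but at least one replicate at or above 50; inactive = mean and every replicate below 50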
AI-2 QS mod: Vibrio harveyi AI-2 quorum sensing modulation | AID 2094 | activity change, % at 7.5 µM | hit rate 0.4% among 300,000 | Vibrio harveyi JMH597 AI-2 luminescence/OD600 ratio, 9 h; active compounds read low; strain lacks LuxN and CqsS sensors; 0 = neutral-control median; in the data active = activity change below about -75%, passing the limit was not always enough; inconclusive = no clear call, values can overlap the other calls;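 note: luminescence divided by OD600 gain over 9 h not by final OD600 alone; inactives centre near 13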
SKKanGAS inh: blocks kanamycin growth of S. pyogenes SKKanGAS strain; BacTiter-Glo, 6 h; inhibition, % at 7.5 µM; hit rate 1.3% among 300,000;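 active = mean replicate score, as percent of positive control median, at least 50; inconclusive = mean below 50 but one replicate at or above 50; inactive = mean and every replicate below 50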;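 note: strain carries kanamycin resistance gene driven by streptokinase promoter and grows in 40 µg/ml kanamycin; loss of luminescence reflects streptokinase promoter inhibition or plain growth inhibition; 0% = median of DMSO wells and 100% = positive control at its reference dose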
HSF1 inhib: HSF1 inhibition; AID 2098; hit rate 0.77% among 300,000; NIH3T3-HGL HSE-luciferase, MG132-induced, luminescence 8 h; active compounds read low; activity change, negative = inhibition, % at 7.5 µM (by protocol);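 active = more than half of replicate wells show activity change below -50%, luminescence cut by over half; inconclusive = some wells, but at most half, below -50%; inactive = no replicate well below -50%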;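 note: luciferase reports HSF-1 transcriptional activity via heat shock element; 0% = median of DMSO wells and -100% = zero luminescence signal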
KLF5 inhibitor: inhibitors of KLF5 expression; DLD-1 KLF5 promoter-luciferase reporter, luminescence; inhibition, % at 5 µM; hit rate 0.23% among 290,000;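 active = inhibition above a per-plate limit of that plate's mean compound inhibition plus 3 SD, cut at about 60% in these data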;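 note: 0% = DMSO wells and 100% = LY294002 at 200 µM; higher means less KLF5 promoter-driven luciferase light; inactives centre near -14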
IEC-6 tox: kills IEC-6 intestinal cells in KLF5 counter-screen. IEC-6 cytotoxicity, luminescence viability. inhibition, % at 5 µM. hit rate 0.78% among 290,000; in the data active = inhibition above about 22%;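 note: 0% = plate median of test compound wells and 100% = cytotoxic reference compound wells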
aSyn UTR inh: 5' untranslated region of α-synuclein, MLPCN primary screen. alpha-synuclein 5'UTR reporter, inhibitor activity. hit rate 0.82% among 300,000. inhibition, % (tested at 7.5 µM). AID 1813; in the data active = inhibition above about 60%; inconclusive = no clear call, values can overlap the other calls;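 note: H4 neuroglioblastoma cells stably carrying SNCA 5'UTR luciferase fusion; 0% = DMSO wells and 100% = positive control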
HSP90 inh: inhibitors of HSP90 luciferase refolding in rabbit reticulocyte lysate. luciferase refolding luminescence, 3 h. inhibition, % at 5.6 µM. hit rate 0.91% among 290,000. AID 1789;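 active = inhibition above the screen-wide mean plus 3 SD, computed separately per campaign, cut at about 16% in these data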;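 note: 0% = DMSO wells and 100% = 60 µM geldanamycin wells; inhibitors lower the luminescence because luciferase stays unfolded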
HIF act: HIF pathway transcriptional activation; U2OS HRE-luciferase reporter, luminescence; normalized: DMSO 0%, desferrioxamine 100%; activation, % at 7.5 µM (by protocol); hit rate 0.32% among 300,000; AID 1910;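 active = mean activation of at least 10% of the iron chelator positive control signal, with at least half of replicates also reaching 10%; inconclusive = mean and replicate majority disagree about reaching 10%; inactive = mean and most replicates under 10%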
Numbers without * were called inactive; ? = inconclusive; / = no result given. Rows were taken by chance; any-hit rate near 6%.

mol	HSF-1 act	Platelet DG rel	AI-2 QS mod	SKKanGAS inh	HSF1 inhib	KLF5 inhibitor	IEC-6 tox	aSyn UTR inh	HSP90 inh	HIF act
CC(C)N(CCO)C(=O)C(c1ccccc1)c1ccccc1	2	5	13	6	0	-3	6	11	1	-0.1
CN1CCN(S(=O)(=O)c2ccc(Br)c3nsnc23)CC1	0	-1	14	-5	-4	-34	3	-70	2	0.9
COc1ccc(-n2c(SCC(=O)Nc3nccs3)nnc2-c2ccoc2C)cc1	7	3	16	3	3	-61	1	4	5	-38
CC1CCN(C(=O)c2cc3ccccc3o2)CC1	23	9	11	2	8	-65	-1	-131	-3	5.4
Cc1cc(C)cc(C(=O)NC(=S)Nc2cccnc2)c1	16	8	-10	16	10	-19	-7	-28	-4	1.1
COc1cc(CNc2ccc3[nH]c(=O)[nH]c3c2)ccc1OCc1ccc(C)cc1	13	4	18	4	16	-130	1	-118	0	4.3
COc1cc(OC)cc(C(=O)N[C@H](C(=O)NCc2ccco2)C(C)C)c1	-13	8	21	-2	1	-28	4	4	1	0.4
Cc1nc2ccccn2c1C(=O)Nc1ccc(Cl)cc1	24	-4	18	12	18	-45	8	-160	-1	1.9
Cc1ccc(N2CCN(/N=C/C(Cl)=C/c3ccccc3)CC2)cc1	3	1	37	-5	1	-22	-4	-36	1	0.1
Cc1ccccc1-c1nc(CN2CCC(C(=O)NCCCN3CCCC3)CC2)c(C)o1	-3	-3	3	6	-11	19	0	-33	-1	0.0
CC(=O)Nc1ccc(S(=O)(=O)N2CCN(C(=O)c3ncoc3-c3ccc(C)cc3)CC2)cc1	8	-17	0	1	3	0	0	-13	11	-0.5
Nc1cccc(C(=O)OCC(=O)Nc2cccc3c2C(=O)c2ccccc2C3=O)c1	-1	-1	24	1	-10	-24	2	16	-2	0.1
N#C/C(=C1\CCCN1)c1nc2ccccc2c(=O)[nH]1	-3	3	17	9	-2	-2	7	-3	0	-0.1
COc1ccc(NC(=O)Cn2nnc3ccccc32)c([N+](=O)[O-])c1	24	11	10	7	2	-2	5	6	1	0.7
CCCn1c(=O)[nH]c(=O)c2c1nc(-c1ccc(OC(F)F)cc1)n2CCN1CCOCC1	1	2	22	-4	-1	-20	-4	34	2	/
COc1ccc(NC(=O)C(CC(C)C)NC(=O)C2CCC(C)CC2)c(OC)c1 (stereo not given)	-8	-12	24	0	0	-23	5	2	0	-0.4
O=C1CCCCC/C1=N/Nc1ccc(OCc2ccccc2)cc1	9	16	17	0	6	-38	3	-74	-1	2.2
O=C(Nn1cnc2ccccc2c1=O)c1c(F)cccc1F	-15	-7	7	0	-3	-48	-5	3	-5	-0.4
Nc1c(-c2n[nH]c(=S)n2-c2ccc(Cl)cc2Cl)cnn1-c1ccccc1	9	2	28	10	8	4	-6	13	1	-0.1
COc1cc2nc(N(C)C)nc(N)c2cc1OC	4	-2	26	5	-8	6	8	-78	0	7.0
Cc1cccc(OCC(=O)N2CCN(C(=O)c3ccc([N+](=O)[O-])cc3)CC2)c1	17	-1	8	1	0	-36	2	12	2	-0.2
O=C(CSc1nc2ncccc2[nH]1)NC1CCCCC1	48	-3	22	-1	12	3	5	-26	-2	0.6
CC1CC(C)CN(c2ccc([N+](=O)[O-])nc2)C1 (stereo not given)	-2	1	29	-3	0	-15	-2	-23	4	0.6
COc1ccc(C)cc1NC(=O)C(=O)NNC(=O)c1ccco1	-4	-7	21	12	-7	15	7	-3	-2	0.0
CCOC(=O)C(CC)Sc1nc(N)c(NC(=O)c2ccc(OC)c(OC)c2)c(=O)[nH]1 (stereo not given)	6	1	37	3	-3	-29	-3	14	1	0.0
CCS(=O)(=O)c1ccc2oc(Nc3ccccc3Br)nc2c1	34	27	-9	-3	16	-138	2	-108	1	2.6
CC(=O)c1cccc(OCc2cc(C(=O)NCCC3=CCCCC3)no2)c1	11	4	16	-4	-5	-121	-1	-6	-4	0.2
O=C(c1cccnc1)N1c2ccccc2Sc2ccccc21	-1	-3	-1	-1	-3	8	-2	3	-1	0.0
O=C(CSc1nnc2ccc(-c3ccccn3)nn12)NCC1CCCO1 (stereo not given)	-13	3	31	4	2	15	-5	0	-2	-0.3
Cc1ccccc1/C=C/C12NC(=O)CN1c1ccccc1C2(C)C (stereo not given)	-31	-5	28	-1	-17	-8	3	-10	1	1.7
O=C(Nc1ccccc1Cl)N1CCN(c2ccc3nnc(-c4ccccc4)n3n2)CC1	-10	-24	5	9	-2	-21	3	21	1	-0.3
Cc1ccccc1NC(=O)CCC(=O)OCCCC(F)(F)C(F)(F)F	-19	5	20	4	-10	-17	4	-13	-2	-0.2
CC1(C)CC(CCC(=O)Nc2ccccc2Cl)C(=O)O1 (stereo not given)	0	10	4	-4	-3	-2	-2	17	2	0.1
COc1ccc(-n2c(C)nn(C)c2=O)cc1	8	2	22	-1	1	4	-2	12	0	-0.2
CCN1C(=O)[C@H]2[C@@H](c3ccc(C)cc3)N3C(=O)N(c4cccc(Cl)c4)C(=O)[C@@]3(CC)[C@H]2C1=O	-11	-3	4	0	4	/	/	5	/	0.0
COc1cccc(/C(C#N)=C/c2c(-c3ccc(Cl)cc3)nc3c(C)cccn23)c1	12	10	-5	-10	1	9	2	9	1	-0.4
COc1ccc(N(CC(=O)N/N=C/c2cc(Br)c(C)o2)S(=O)(=O)c2ccc(NC(C)=O)cc2)cc1	8	6	30	-4	-3	-22	-3	-8	-3	-0.2
CCOC(=O)C1CCN(C(=O)c2c(-c3ccccc3)noc2C)CC1	4	-4	15	9	-3	-31	-7	-11	0	-0.1
COc1ccc(NC(=O)CS(=O)(=O)c2cn(CC(=O)N3CCOCC3)c3ccccc23)cc1	8	6	12	0	-9	-9	2	15	-2	0.0
COc1ccc(NC(=S)NCCCn2ccnc2)cc1	-10	5	18	-3	-6	-31	0	2	1	0.6
O=C(Nc1ccc(Cl)cn1)c1cc2ccccc2o1	?	-13	8	-7	27	-149	-2	-14	6	-17
CCNC(=S)N1CCN(CC(=O)Nc2ccc(OC)cc2)CC1	-10	-5	5	-18	-4	-19	-5	-18	-3	1.3
CCSc1nc(C)c(CCOc2cccc(C)c2)c(=O)[nH]1	1	-1	15	13	0	-33	3	12	3	0.0
Cc1cc(C)c2c(N)c(S(=O)(=O)c3ccccc3)sc2n1	0	-2	19	-2	1	2	0	-9	-1	0.2
CCOC(=O)N1CCN(C(=O)c2cnn3c(C(F)F)cc(-c4ccc(C)cc4)nc23)CC1	8	-1	5	8	-4	-20	1	35	-2	-0.2
Cc1nc2ncccn2c1-c1csc(Nc2cccc(C(=O)O)c2)n1	-12	-3	15	1	1	-18	-2	6	6	-0.6
CCc1ccc(-c2nc(SCC(=O)N(CC)C3CCS(=O)(=O)C3)n[nH]2)cc1 (stereo not given)	0	8	11	11	5	/	/	-24	/	0.9
CCn1cc(C(=O)O)c(=O)c2cc(F)c(N3CCN(C(=S)NC(=O)c4ccc(F)c(F)c4)CC3)cc21	4	-4	19	14	5	-5	5	13	1	0.1
O=C(NCCc1ccc(C(F)(F)F)cc1)C1CCC(=O)N(CCCc2ccccc2)C1 (stereo not given)	18	0	6	6	0	-11	-6	5	-2	-0.4
Cc1cc(N2CCC(C)CC2)nc2ccc(N3C(=O)CCC3=O)cc12	32	2	37	2	21	-9	-2	-8	3	0.1
Oc1ccc(Cl)cc1C=Nc1ccccc1Br	22	8	9	0	-1	-8	3	-13	3	0.3
CCc1nc(-c2cc3ccc(C)cc3[nH]c2=O)no1	9	13	28	1	12	-44	-9	-84	-3	2.6
CC(C)c1ccc(NC(=O)NCc2cccnc2)cc1	-13	-24	-48	28	-4	-12	5	-24	5	0.8
COc1ccc(C(CNC(=O)c2ccc(-c3cccc(C(F)(F)F)c3)o2)N2CCOCC2)cc1 (stereo not given)	-15	-29	3	2	3	/	/	21	/	0.3
O=C(NCCCN1CCCC1)c1ccc2c(Cl)c3c(nc2c1)CCCC3	19	7	2	5	6	-24	1	-13	-2	2.0
COCc1cc(C)nc2sc(C(=O)NC3CCCCC3)c(N)c12	-19	6	13	1	-4	-25	-6	-10	-1	-0.2
CC(=O)N(c1ccc(C)cc1)S(=O)(=O)c1ccc(Cl)cc1	18	0	15	2	3	-13	1	-1	1	0.3
N#Cc1ccc(N/N=C/c2cn(-c3ccccc3)nc2-c2ccccc2)c([N+](=O)[O-])c1	-2	8	14	-5	1	-7	0	22	1	0.4
CCCN(CC1CC1)C(=S)NC(=O)C1CC1	-5	1	3	-2	1	-12	4	21	6	-0.4
O=C(NCC1(N2CCOCC2)CCCCC1)c1cccc(S(=O)(=O)N2CCc3ccccc3C2)c1	15	-7	33	0	1	27	4	30	3	-0.4

New compounds follow
mol	HSF-1 act	Platelet DG rel	AI-2 QS mod	SKKanGAS inh	HSF1 inhib	KLF5 inhibitor	IEC-6 tox	aSyn UTR inh	HSP90 inh	HIF act
Cc1nn2c3cc(N4CCOCC4)ccc3nc2c2ccccc12	32	5	5	28	18	-63	4	-149	1	2.2
COc1ccccc1C(=O)O/N=C(\N)c1ccc(Cl)cc1	35	2	20	-4	31	4	-1	-264	2	2.6
Cc1cc(C)n(-c2nc3sc4c(c3c3nnc(SCC(N)=O)n23)CC(C)(C)OC4)n1	-18	22	23	12	-8	-34	0	-6	1	-0.8
C=CCn1c(SC)nnc1C1COc2ccccc2O1 (stereo not given)	-9	-5	31	-3	-8	-11	2	0	2	0.5
Cc1ccc(CCN2CCN=C2N(C)C)cc1	-11	1	-1	3	1	-28	-2	-14	1	0.1
O=C(COc1ccc(/C=N/NC(=O)c2ccccc2O)cc1)Nc1ccccc1	21	-2	27	21	-1	10	9	-126	8	-0.6
Cn1cc(Br)c(C(=O)N/N=C/c2cc3c(cc2Cl)OCO3)n1	34	3	27	-8	15	-122	-4	-140	1	2.8
CC(=O)Nc1ccc(N2C(=O)CSC2c2ccccc2)cc1 (stereo not given)	7	-1	29	-9	-2	-50	-1	-4	3	-0.2
O=c1[nH]c(=O)n(Cc2ccco2)c2c1C(C(F)(F)F)(C(F)(F)F)N=C(CCC1CCCCC1)N2	5	-3	23	4	15	-39	1	22	9	-1.9
CCc1cc2c(NCCC(=O)O)ncnc2s1	-9	/	28	-7	-4	-32	-4	-7	-2	-1.2
CC1(C)C2CCC(C2)C1(C)N=C1OC(CCl)CS1 (stereo not given)	11	-29	10	9	0	-10	-1	-8	4	-0.4
CN(C)c1ccc(CNC(=O)C2CCN(S(=O)(=O)c3ccc4c(c3)oc(=O)n4C)CC2)cc1	5	8	8	4	-3	-32	-3	6	-2	-0.3

Bioassay records (PubChem)
